# Screening data: PubChem, several laboratories
# HSP90 inh: HSP90 refolding inhibition in rabbit reticulocyte lysate; actives 0.91% (n = 290,000); inhibition, % at 5.6 µM; luciferase refolding luminescence, 3 h;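 active = inhibition above the screen-wide mean plus 3 SD, computed separately per campaign, cut at about 16% in these data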;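 also: 0% = DMSO wells and 100% = 60 µM geldanamycin wells; inhibitors lower the luminescence because luciferase stays unfolded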
# aSyn 5UTR inh: 5' untranslated region of α-synuclein, MLPCN primary screen; actives 0.82% (n = 300,000); AID 1813; alpha-synuclein 5'UTR reporter, inhibitor activity; inhibition, % (tested at 7.5 µM); in the data active = inhibition above about 60%; inconclusive = no clear call, values can overlap the other calls;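 also: H4 neuroglioblastoma cells stably carrying SNCA 5'UTR luciferase fusion; 0% = DMSO wells and 100% = positive control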
# KLF5 inhibitor: suppresses KLF5 promoter-driven expression | DLD-1 KLF5 promoter-luciferase reporter, luminescence | inhibition, % at 5 µM | actives 0.23% (n = 290,000) | AID 1700;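 active = inhibition above a per-plate limit of that plate's mean compound inhibition plus 3 SD, cut at about 60% in these data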;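 also: 0% = DMSO wells and 100% = LY294002 at 200 µM; higher means less KLF5 promoter-driven luciferase light; inactives centre near -14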
# HSF1 activator: increases HSF-1 driven luciferase reporter signal. NIH3T3-HGL HSF-1 luciferase reporter, MG132, 8 h; 100% = twice DMSO control signal. activation, % at 9 µM. actives 1.7% (n = 300,000);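 active = mean replicate activation of at least 50% with a set share of replicates each reaching 50%; inconclusive = only one of those two conditions met; inactive = mean below 50% and too few replicates reaching it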;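 also: 0% = median of the neutral control wells and 100% = twice that signal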
# HSF1 inhib: HSF1 inhibition | NIH3T3-HGL HSE-luciferase, MG132-induced, luminescence 8 h; active compounds read low | activity change, negative = inhibition, % at 7.5 µM (by protocol) | actives 0.77% (n = 300,000);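 active = more than half of replicate wells show activity change below -50%, luminescence cut by over half; inconclusive = some wells, but at most half, below -50%; inactive = no replicate well below -50%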;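 also: luciferase reports HSF-1 transcriptional activity via heat shock element; 0% = median of DMSO wells and -100% = zero luminescence signal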
# IEC-6 cytotox: counter-screen for KLF5 inhibitors: cytotoxicity in IEC-6 cells. IEC-6 cytotoxicity, luminescence viability. inhibition, % at 5 µM. actives 0.78% (n = 290,000). AID 1825; in the data active = inhibition above about 22%;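 also: 0% = plate median of test compound wells and 100% = cytotoxic reference compound wells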
# PolyA inhibitor: blocks polyadenylation in yeast reporter cells; calls only at 12 µM; S. cerevisiae SKY197-pL101 polyadenylation reporter, beta-gal luminescence; efflux-impaired pdr1/pdr3 knockout yeast; score 100 = 6 SD above DMSO; actives 0.02% (n = 300,000);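 active = lowest replicate activity score at least 50, where 100 means six control SD above control mean; inconclusive = lowest score under 50 but half or more replicates reach 50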;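 also: yeast exposed to compound for 9 h at 30 °C; higher score means more reporter readthrough which indicates perturbed polyadenylation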
# AI-2 QS modul: modulates the Vibrio harveyi AI-2 quorum sensing system; Vibrio harveyi JMH597 AI-2 luminescence/OD600 ratio, 9 h; active compounds read low; strain lacks LuxN and CqsS sensors; 0 = neutral-control median; activity change, % at 7.5 µM; actives 0.4% (n = 300,000); AID 2094; in the data active = activity change below about -75%, passing the limit was not always enough; inconclusive = no clear call, values can overlap the other calls;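 also: luminescence divided by OD600 gain over 9 h not by final OD600 alone; inactives centre near 13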
# GSK3beta inhib: blocks human GSK3beta kinase activity. activity score (negative = inhibition), % at 10 µM. GST-GSK3beta kinase, ADP-Glo luminescence, 60 min; active compounds read low. actives 0.038% (n = 300,000). P49841. AID 2097;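 active = more than half of replicate wells score below -50%, meaning over 50% inhibition versus plate controls; inconclusive = some replicates but at most half score below -50%; inactive = no replicate scores below -50%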;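 also: 0% = median DMSO wells and -100% = median GW8510 positive control wells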
# Target sequence (P49841 whole entry, looked up): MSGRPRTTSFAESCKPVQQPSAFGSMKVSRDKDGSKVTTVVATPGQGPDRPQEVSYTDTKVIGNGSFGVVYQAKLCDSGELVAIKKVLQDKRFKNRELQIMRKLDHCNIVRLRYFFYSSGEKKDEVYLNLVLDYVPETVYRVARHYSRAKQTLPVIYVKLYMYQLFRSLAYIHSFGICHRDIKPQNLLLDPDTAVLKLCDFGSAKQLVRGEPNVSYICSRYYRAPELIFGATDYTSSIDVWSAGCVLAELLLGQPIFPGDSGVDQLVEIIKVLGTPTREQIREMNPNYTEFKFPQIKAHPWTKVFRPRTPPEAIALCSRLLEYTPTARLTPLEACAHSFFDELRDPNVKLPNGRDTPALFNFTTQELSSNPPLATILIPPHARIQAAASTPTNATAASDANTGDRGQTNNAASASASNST
#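 Test system – GST-tagged human GSK3beta kinase, cell-free · Incubation – 60 min enzyme reaction, room temperature · Signal – ADP-Glo luminescence · Also added – peptide substrate and ATP at 25 µM · Controls – DMSO neutral wells and GW8510 at 20 µM as positive · Buffer or medium – Tris/MgCl2 kinase buffer · Measure – Luminescence-derived activity versus plate DMSO and GW8510 wells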
# GSK3 alpha inh: inhibitors of human GSK-3 alpha kinase | P49840 | ADP-Glo luminescence, 60 min | inhibition, % at 10 µM | actives 0.1% (n = 320,000) | AID 2650;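 in the data active = inhibition above about 50%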;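 also: GST-tagged GSK-3 alpha with peptide substrate and 25 µM ATP; 0% = DMSO neutral wells and 100% = GW8510 positive control wells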
# Target sequence (P49840 whole entry, looked up): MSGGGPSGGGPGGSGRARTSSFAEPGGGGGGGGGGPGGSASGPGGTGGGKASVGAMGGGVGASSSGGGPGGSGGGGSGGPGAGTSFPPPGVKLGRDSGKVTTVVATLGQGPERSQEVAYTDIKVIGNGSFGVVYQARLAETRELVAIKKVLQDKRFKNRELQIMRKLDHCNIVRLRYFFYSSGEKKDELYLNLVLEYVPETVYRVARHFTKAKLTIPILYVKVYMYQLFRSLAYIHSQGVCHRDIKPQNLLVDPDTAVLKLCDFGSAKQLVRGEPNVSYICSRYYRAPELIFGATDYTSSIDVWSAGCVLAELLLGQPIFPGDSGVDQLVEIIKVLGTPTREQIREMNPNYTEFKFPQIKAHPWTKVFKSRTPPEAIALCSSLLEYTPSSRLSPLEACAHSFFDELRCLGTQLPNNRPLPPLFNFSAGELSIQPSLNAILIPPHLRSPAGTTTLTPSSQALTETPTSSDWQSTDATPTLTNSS
# The depositor's hits bear a star; i = inactive; ? = inconclusive; . = no result given.
# Results follow in this order: GSK3 alpha inh	aSyn 5UTR inh	HSP90 inh	KLF5 inhibitor	PolyA inhibitor	GSK3beta inhib	IEC-6 cytotox	AI-2 QS modul	HSF1 activator	HSF1 inhib
1	Cc1cc(C)cc(-n2c(N)c(C(=O)Nc3c(C)n(C)n(-c4ccccc4)c3=O)c3nc4ccccc4nc32)c1
    -2	48	0	-23	i	2	3	11	-6	-2
2	O=[N+]([O-])c1ccc(OC(F)F)c(/C=N/n2cnnc2)c1
    -2	24	1	6	i	0	2	14	17	4
3	COC1=CC(=Cc2c(N)n3nc(CC(=O)N4CCCCC4)sc3nc2=O)C=C(OC)C1=O
    -1	-24	-5	-21	i	3	-13	18	9	1
4	COc1cc(C(=O)NCC(=O)N/N=C\C(C)=C/c2ccccc2)cc(OC)c1OC
    0	-6	-1	-8	i	3	2	18	1	2
5	O=C(O)CC(NCc1ccco1)C(=O)OCC1CCCO1 (stereo unspecified)
    9	-2	4	14	i	0	2	18	5	-8
6	Cc1ccc(CNC(=O)CN(c2cccc([N+](=O)[O-])c2)S(=O)(=O)c2ccccc2)cc1
    -2	6	-1	7	i	4	-4	16	-11	-5
7	O=C(CN1C(=O)c2cccc3cccc1c23)NCc1ccncc1
    0	-5	3	5	i	-4	6	29	40	11
8	O=C1/C(=C/c2ccc([N+](=O)[O-])cc2)CCc2ccccc21
    -1	-51	3	-35	i	-2	2	5	30	20
9	COc1cc(C)ccc1OCc1cc(C(=O)N2CCCCCC2)no1
    .	-45	0	-9	i	-2	-3	-26	29	7
10	CC(NC(=O)c1cc(-c2ccc(Br)cc2)on1)c1ccccc1 (stereo unspecified)
    -1	-26	0	-19	i	1	1	7	7	1
11	CCOC(=O)N1CCN(C(=O)CS(=O)(=O)Cc2nc(-c3ccccc3F)oc2C)CC1
    0	-4	0	12	i	-1	5	18	-17	-2
12	Cc1ccc(C(=O)N2CCN3C(=O)c4ccccc4C23c2ccccc2)cc1 (stereo unspecified)
    -1	-23	-1	3	i	-2	2	28	-49	-35
13	COc1ccc(N(C(=O)c2ccccc2)S(=O)(=O)c2cccs2)cc1
    -6	-19	3	15	i	4	2	9	6	7
14	CCN(CC)C(=O)CSc1nc2c(sc(=S)n2Cc2ccco2)c(=O)n1-c1ccccc1
    1	20	7	-7	i	3	-4	20	-1	0
15	O=C(NCC(=O)N(c1ccccc1)C(C(=O)NC1CCCCC1)c1ccncc1)c1ccco1 (stereo unspecified)
    1	5	-1	-2	i	-1	3	24	0	-5
16	COc1ccccc1CCC(=O)Nc1ccc2c(c1)CN(Cc1ccc(C)o1)CC2
    0	4	0	-13	i	.	8	8	4	-4
17	COc1ccc(/C(N)=N/OC(=O)c2ccc(C)c([N+](=O)[O-])c2)cc1
    5	-165	-8	-50	i	-2	1	-7	27	13
18	O=c1oc2ccccc2c(Nc2cccc(O)c2)c1[N+](=O)[O-]
    -2	-24	0	-10	i	-7	-3	28	5	0
19	CC(C)C(NC(=O)c1ccccc1Br)c1ccccc1 (stereo unspecified)
    0	7	2	-7	i	0	-1	2	14	2
20	CC(NC(=O)c1ccccc1F)c1nnc(SCC(=O)Nc2nccs2)n1C (stereo unspecified)
    2	-1	-4	-14	i	-3	4	7	?	22

# Retrieved by compound from the list above, 4 records:
# Results follow in this order: GSK3 alpha inh	aSyn 5UTR inh	HSP90 inh	KLF5 inhibitor	PolyA inhibitor	GSK3beta inhib	IEC-6 cytotox	AI-2 QS modul	HSF1 activator	HSF1 inhib
14	CCN(CC)C(=O)CSc1nc2c(sc(=S)n2Cc2ccco2)c(=O)n1-c1ccccc1
    1	20	7	-7	i	3	-4	20	-1	0
1	Cc1cc(C)cc(-n2c(N)c(C(=O)Nc3c(C)n(C)n(-c4ccccc4)c3=O)c3nc4ccccc4nc32)c1
    -2	48	0	-23	i	2	3	11	-6	-2
20	CC(NC(=O)c1ccccc1F)c1nnc(SCC(=O)Nc2nccs2)n1C (stereo unspecified)
    2	-1	-4	-14	i	-3	4	7	?	22
13	COc1ccc(N(C(=O)c2ccccc2)S(=O)(=O)c2cccs2)cc1
    -6	-19	3	15	i	4	2	9	6	7

# Arranged by value in HSP90 inh (high to low): some entries from above.
No. | SMILES | HSP90 inh
8 | O=C1/C(=C/c2ccc([N+](=O)[O-])cc2)CCc2ccccc21 | 3
9 | COc1cc(C)ccc1OCc1cc(C(=O)N2CCCCCC2)no1 | 0
6 | Cc1ccc(CNC(=O)CN(c2cccc([N+](=O)[O-])c2)S(=O)(=O)c2ccccc2)cc1 | -1

# (next part)
# Results follow in this order: GSK3 alpha inh	aSyn 5UTR inh	HSP90 inh	KLF5 inhibitor	PolyA inhibitor	GSK3beta inhib	IEC-6 cytotox	AI-2 QS modul	HSF1 activator	HSF1 inhib
21	O=C(Nc1ccccc1)C1CCN(C(=O)c2ccco2)CC1
    -1	10	3	-4	i	1	2	18	-12	-1
22	CS(=O)(=O)N1CCN(c2ccc([N+](=O)[O-])c(N3CCOCC3)c2)CC1
    2	0	-3	-2	i	1	-1	3	16	-9
23	COCCCNC(=O)CN(c1ccc(F)cc1)S(=O)(=O)c1ccc2c(c1)OCCO2
    -3	1	-5	-25	i	2	-5	23	-11	-5
24	O=S(=O)(c1ccc(-c2nnc(SCc3nnc(-c4ccccc4)o3)o2)cc1)N1CCCC1
    -3	-117	4	2	i	0	-1	17	1	-3
25	Cc1nnc(SCc2cc(=O)[nH]c(N3CCN(Cc4ccccc4)CC3)n2)s1
    -4	-2	3	-42	i	0	0	27	-17	6
26	CC(C)OCCCNC(=O)C1CC(=O)N(CCc2ccccc2)C1 (stereo unspecified)
    -2	-9	-7	-33	i	0	-3	0	12	3
27	O=c1c2cc(NC(=S)NC3CC3)ccc2nc2n1CCCCC2
    -2	-2	-3	-15	i	3	0	29	-7	3
28	CCOc1ccccc1OC(=O)c1ccco1
    -2	-4	-2	-34	i	2	-6	18	0	-2
29	CCOC(=O)c1ccc(NS(=O)(=O)c2cc(-c3nnnn3C(C)C)ccc2OC)cc1
    -2	5	-1	-1	i	5	-3	11	11	1
30	COC(=O)[C@@]12CCCN1[C@H](c1ccc(-c3ccc(OC)cc3)c(OC)c1)[C@H]1C(=O)N(C)C(=O)[C@H]12
    3	-4	.	.	i	3	.	-3	-6	-5
31	Cc1ccc([N+](=O)[O-])cc1NC(=O)CSc1n[nH]c(-c2cccnc2)n1
    -2	11	-1	-16	i	1	-3	17	-90	-87*
32	CN1CCN(C(=O)c2ccc(N(C)S(=O)(=O)c3cccs3)cc2)CC1
    1	-3	4	-15	i	-2	3	22	-7	5
33	Cc1cc(NC(=O)CCC(=O)N(CC(=O)NC2CCCC2)Cc2ccc3c(c2)OCO3)no1
    -3	19	-1	4	.	1	3	20	-21	-7
34	CCCCn1c(N)c(-c2nc3ccccc3s2)c2c([N+](=O)[O-])nn(CC)c(=O)c21
    0	5	-2	-11	i	-2	-1	9	6	5
35	COc1cccc(NC(=S)N2CCc3cc(OC)c(OC)cc3C2)c1
    4	-7	2	-14	i	-2	2	19	22	1
36	O=C(Cn1c(=O)oc2ccccc21)NCCc1ccccc1
    -1	11	-4	-49	i	5	-8	0	0	5
37	CCC(C)NC(=O)C1(O)c2cc(Br)ccc2NC(=O)N1c1cccc(OC)c1 (stereo unspecified)
    -2	-8	-3	-22	i	2	7	15	-6	-6
38	COc1cc(C(=O)NCc2nnc(SCC(=O)Nc3ccc4c(c3)OCO4)o2)cc(OC)c1OC
    -1	8	2	-30	i	5	1	27	13	-3
39	CCNC(=S)Nc1ccc(C)c(Cl)c1
    0	-18	5	-15	i	0	2	13	22	19
40	COc1ccccc1CC(=O)Nc1cccc(F)c1
    -1	8	3	-12	i	4	-12	5	8	-6
41	COc1ccc(-c2cc(C)no2)cc1S(=O)(=O)N(C)c1cccc(C)c1
    0	15	1	-25	i	1	3	5	14	5
42	COc1ccc(CN2CCCC(C(=O)c3cccc(C(F)(F)F)c3)C2)cc1O (stereo unspecified)
    -2	12	0	-16	i	4	4	0	9	0
43	CC1(C)CC(CCNS(=O)(=O)c2ccccc2)(c2ccccc2)CCO1 (stereo unspecified)
    1	-2	-1	4	i	1	-2	1	-2	4
44	COc1cccc2cc(S(=O)(=O)c3ccccc3)c(=Nc3ccc4c(c3)OCCO4)oc12
    -3	-16	0	-10	i	2	0	32	12	16
45	Cc1cc(C)n(-c2nncn2NC(=O)c2ccc(Cl)cc2O)n1
    .	-3	-2	-1	i	3	5	20	2	-6
46	O=C(Nc1nccs1)c1ccc(Cl)s1
    2	-106	1	-135	i	-3	7	35	13	17
47	CC1CC(C)CN(S(=O)(=O)N2CCCC(C(=O)NC3CCCCC3)C2)C1 (stereo unspecified)
    -7	-12	-1	-6	i	1	0	11	-1	3
48	CCc1ccc(C(=O)CSc2nc(C)cc(=O)[nH]2)cc1
    -2	-7	2	-28	.	-2	6	46	-27	-7
49	N#CCCn1cc(/C=N/NC(=O)c2ccncc2)c(-c2ccccc2)n1
    12	-4	1	-24	i	-6	2	9	14	6
50	CSCCC(C(=O)OCC(=O)c1ccc(C)c(C)c1)N1C(=O)c2ccccc2C1=O (stereo unspecified)
    -2	-2	-3	-49	i	-1	-6	22	17	3
51	COc1ccc(NC(=O)c2cc(-c3ccco3)on2)cc1
    .	-40	-2	-11	i	3	0	22	22	16
52	COc1cc(/C=C(\C#N)c2[nH]nc(N)c2C#N)cc(OC)c1O
    8	21	5	-9	i	-3	3	32	4	-4
53	C[C@H](NC(=O)N1CCn2c1nc1ccccc12)C(=O)NC1CCCCC1
    -3	30	-6	6	i	0	6	9	0	0
54	COC(=O)c1ccc(Cn2cnc3c(cnn3-c3ccc(F)cc3)c2=O)o1
    -2	14	1	-26	i	1	-2	12	-6	0
55	COc1ccc(NC(=O)CCN2CCN(S(=O)(=O)c3ccc(F)cc3)CC2)cc1
    -2	-15	-4	0	i	-4	-3	25	4	-2
56	CCn1nc(NC(=O)CC(C)C)c2cc3cccc(C)c3nc21
    -2	8	-1	-31	i	3	-12	11	-14	-5

# This is a subset; rates above refer to the full screens.
